sEH inh – soluble epoxide hydrolase (human) inhibition. P34913. recombinant human sEH enzymatic activity assay. hit rate 0.34% among 91,000. inhibition, % at 2 µM; in the data active = inhibition above about 80%; also: values of inactives mirror those of a sister screen read the other way; many of its hits are not listed in these tables
Smad3 inh – Smad3 (human) transcription factor binding inhibition. P84022. TR-FRET Smad3/Dy647-FoxH1 peptide binding, europium anti-His. inhibition, % at 25 µM. hit rate 0.29% among 88,000. AID 630;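 active = compounds that reduce the energy-transfer binding signal between the protein and its labelled peptide by more than half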;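 also: 0% = Smad3 plus labelled peptide maximal FRET and 100% = peptide-only background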
ERb SRC1 inh – blocks coactivator binding to human estrogen receptor beta | Q92731 | TR-FRET ER-beta LBD / SRC1-Cy5 peptide binding; receptor agonist-loaded with 1 µM estradiol | inhibition, % at 25.6 µM | hit rate 1.3% among 86,000;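 active = compounds whose percent inhibition of the receptor-coactivator binding signal exceeds about 50% in the single-dose screen, limit read from the data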;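 also: 0% = receptor plus peptide wells without compound and 100% = peptide-only wells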
Target sequence (Q92731 whole entry, looked up, the tested form may be a part): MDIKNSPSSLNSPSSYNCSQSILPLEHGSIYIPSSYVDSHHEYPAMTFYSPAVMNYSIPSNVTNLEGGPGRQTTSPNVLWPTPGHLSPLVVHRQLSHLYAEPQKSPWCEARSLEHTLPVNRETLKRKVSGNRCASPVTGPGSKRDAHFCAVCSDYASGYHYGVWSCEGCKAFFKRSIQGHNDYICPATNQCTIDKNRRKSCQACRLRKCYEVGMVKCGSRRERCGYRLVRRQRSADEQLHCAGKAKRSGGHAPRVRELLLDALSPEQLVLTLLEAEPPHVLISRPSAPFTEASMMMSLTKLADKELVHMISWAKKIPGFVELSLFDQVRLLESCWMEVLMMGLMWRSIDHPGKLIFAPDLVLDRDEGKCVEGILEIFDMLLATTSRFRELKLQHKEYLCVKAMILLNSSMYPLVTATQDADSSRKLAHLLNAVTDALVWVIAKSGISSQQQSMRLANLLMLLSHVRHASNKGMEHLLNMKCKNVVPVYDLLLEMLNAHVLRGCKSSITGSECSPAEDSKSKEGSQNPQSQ
ERa coact pot – ER-alpha (human) coactivator binding potentiation; AID 639; coactivator binding (% of control), % at 25.6 µM; TR-FRET ERalpha-LBD/SRC-Cy5 coactivator binding, 2 h; 100 = basal binding, no effect; hit rate 1.3% among 86,000; in the data active = activity above about 200%;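 also: binding measured in presence of low estradiol as agonist stimulus; 0% = peptide alone without receptor and 100% = receptor with peptide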
Target sequence (P03372 whole entry, looked up, the tested form may be a part): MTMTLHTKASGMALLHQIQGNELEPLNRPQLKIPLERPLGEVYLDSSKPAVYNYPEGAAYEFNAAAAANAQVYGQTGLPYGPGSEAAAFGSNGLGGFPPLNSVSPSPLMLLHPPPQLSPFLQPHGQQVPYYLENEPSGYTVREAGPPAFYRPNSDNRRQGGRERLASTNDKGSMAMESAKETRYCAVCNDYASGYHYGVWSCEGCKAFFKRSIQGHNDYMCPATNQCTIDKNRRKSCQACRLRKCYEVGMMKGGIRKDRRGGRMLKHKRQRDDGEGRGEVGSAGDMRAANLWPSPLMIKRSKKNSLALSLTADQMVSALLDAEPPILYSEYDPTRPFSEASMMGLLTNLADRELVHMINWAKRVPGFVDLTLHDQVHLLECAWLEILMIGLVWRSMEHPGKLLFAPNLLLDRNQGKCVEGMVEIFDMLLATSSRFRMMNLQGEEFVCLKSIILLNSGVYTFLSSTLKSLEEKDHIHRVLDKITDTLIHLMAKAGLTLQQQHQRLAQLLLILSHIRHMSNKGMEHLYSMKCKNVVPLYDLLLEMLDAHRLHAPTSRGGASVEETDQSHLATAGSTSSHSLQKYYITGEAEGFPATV
CD11b adhes inh – inhibitors of human CD11b/CD18 binding to fibrinogen; hit rate 0.54% among 93,000; inhibition, % at 10 µM; P05107+P11215; K562 CD11b/CD18 adhesion to fibrinogen, ATPlite luminescence; Mn2+ added to activate the integrin;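 active = primary inhibition of 50% or more at 10 µM, then 40% or more on retest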; also: some results filed as inactive read as strong as hits
sEH act – soluble epoxide hydrolase (human) activation | P34913 | purified human sEH enzymatic activity, activator screen | activation, % at 2 µM | hit rate 0.04% among 91,000 | AID 717; in the data active = activation above about 37%; also: values of inactives mirror those of a sister screen read the other way
Candida biofilm – kills Candida albicans biofilms. C. albicans biofilm + clotrimazole, Alamar Blue. inhibition, % at 6 µM. hit rate 0.14% among 85,000;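 active = inhibition above 20%; inactive = inhibition below 20%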;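 also: preformed 24 hr biofilms exposed to compound for 48 hr; 0% = biofilm without compound and 100% = blank killed by clotrimazole plus chlorhexidine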
Mac1 fbg enh – enhancers of human CD11b/CD18 binding to fibrinogen | K562 CD11b/CD18 adhesion to fibrinogen, ATPlite luminescence | activation, % at 10 µM | hit rate 0.07% among 93,000 | AID 1499;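 active = 10 µM primary screen giving 50% or more activity, confirmed by 40% or more on retest at that dose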; also: strong numbers were not always called active; reference of the scale not given here
MT1-MMP txn act – MT1-MMP promoter transcription activation; HT1080 MT1-MMP promoter luciferase reporter, luminescence, overnight; stronger effect = higher value; activation factor at 10 µM; hit rate 0.16% among 86,000; AID 750;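 active = activation factor of at least 2 for MT1-MMP transcription at 10 µM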
* marks the source's active call; other numbers are inactive results; . = not tested or not shown; & = joins results of further samples; [ ] = remark or other dose.

SMILES	sEH inh	Smad3 inh	ERb SRC1 inh	ERa coact pot	CD11b adhes inh	sEH act	Candida biofilm	Mac1 fbg enh	MT1-MMP txn act
O=C(CCN1CCc2ccccc2C(O)(c2ccccc2)C1)c1ccc2c(c1)OCCO2 (stereo unspecified)	-11	9	8	80[fluorescence artefact?]	.	11	4	.	1.2
COC(=O)CNC(=O)Cc1c(F)cccc1Cl	.	4	1	101	-15	.	8	7	1.2
Cc1nn(Cc2ccccc2Cl)c(C)c1NC(=O)c1noc2c1CCCCC2	0	-6[fluorescence artefact?]	-15	93	0	1	-3	1	1.1
COc1ccc(C2SCCN2S(=O)(=O)c2ccc(F)cc2)cc1OC (stereo unspecified)	.	4	2	107	2	.	5	-7	0.9
Cn1c(=O)c2c(-c3ccccc3)n(-n3cnnc3)cc2n(C)c1=O	-15	3	0[fluorescence artefact?]	126	-9	13	.	-6	1.3
Fc1ccc(-c2cc(C(F)(F)F)nc(NCC3CCCO3)n2)cc1 (stereo unspecified)	.	3	-8	107	10	.	-1	2	1.2
Cc1ccc(-c2nn3c(C)nnc3s2)cc1NC(=O)c1ccc(Br)o1	15	0	6[fluorescence artefact?]	116[fluorescence artefact?]	-17	-16	1	1	1.1
COc1cccc(Oc2ccc(N)cc2)c1	-28	-2	3	92	0	22	7	-3	1.1
Cc1[nH]n(-c2ccccc2)c(=O)c1-c1ccccc1	.	-5	3	110	2	.	1	1	1.1
Cc1onc(-c2c(F)cccc2Cl)c1C(=O)N1CCN(S(C)(=O)=O)CC1	-3	14[fluorescence artefact?]	-5	119[fluorescence artefact?]	-25	2	5	0	1.2
COc1ccc(C)cc1S(=O)(=O)NC1CCCCC1	5	3	-5	104	0	-5	1	0	1.1
Cc1cc(-c2ccccc2C(=O)NCc2ccccc2)on1	1	-4	-26	108	-8	4	1	-3	1.1
COC(=O)c1cc(C#N)c(Oc2ccccc2OC)nc1C	-14	.	.	.	-8	16	.	0	.
O=C(CCc1nc2ccccc2[nH]1)Nc1ccc2c(c1)OCO2	1	13	-16	100[fluorescence artefact?]	-10	-2	7	9	1.3
COc1ccc(/C=N/NC2=NCCCCC2)cc1	8	.	.	.	-31	-6	.	4	.
CCCn1c(CNC(=O)c2ccccc2)nc2ccccc21	-2	3	-1[fluorescence artefact?]	118	-16	1	7	-2	1
N#C/C(=C/c1ccc(C(=O)O)cc1)C(=O)NCc1ccccc1	6	.	.	.	-15	-7	.	-1	.
COc1ccc(C(=O)NC(=S)Nc2ccc([N+](=O)[O-])cc2C)cc1OC	11	.	.	.	-2	-10	.	-4	.
CCOC(=O)c1ccc(NS(=O)(=O)c2ccc3c(c2)CCCN3C(C)=O)cc1	4	7	-2	102	20	-4	2	-2	1
O=C(CN(CC1CCCO1)C(=O)CNS(=O)(=O)c1ccccc1)NCc1ccccc1 (stereo unspecified)	-10	.	.	.	-42	8	.	4	1
O=C(NCCn1cc(SCC(=O)N2CCOCC2)c2ccccc21)c1ccccc1	.	-1	8	116	6	.	13	-8	1.2
Cc1ccc2nc(NC(=O)c3cccs3)sc2c1	.	-4	45[fluorescence artefact?]	102	1	.	2	-2	0.2
CCCCCCC(=O)NN1CCN(C)CC1	2	.	.	.	3	0	.	120	.
CCOC(=O)C1(CCSC)NC(c2ccco2)C2C(=O)N(C)C(=O)C21 (stereo unspecified)	2	-8	-3	114	-14	-4	4	-2	1.1
O=C(CN1CCCCCC1=O)OCc1ncc(-c2ccccc2)o1	.	2	-8[fluorescence artefact?]	120	1	.	8	9	1.1
CCC(C)NC(=O)c1c(F)c(F)c(F)c(F)c1F (stereo unspecified)	-8	4	-1	137	.	11	6	.	1.2
Nc1n[nH]c(-c2ccccc2)c1-c1ccccc1	.	4	3[fluorescence artefact?]	104	4	.	7	1	1.2
COc1cccc(C2C(C(=O)c3sc(C)nc3C)=C(O)C(=O)N2CCN2CCOCC2)c1OC (stereo unspecified)	0	3	-2[fluorescence artefact?]	99	1	2	-1	-4	1.1
CC(=O)N1CCN(c2cccc(C)c2C)CC1	14	9	-5	107[fluorescence artefact?]	-15	-13	7	4	1.1
Cc1cnc(C(=O)Nc2nccs2)cn1	-1	10	42	63	20	2	6	3	1.6
O=C(O)CCC(=O)Nc1ccccc1N1CCOCC1	2	-15	-1	104	7	-2	-1	-2	1.2
COC(=O)COc1ccc(S(=O)(=O)N2CCN(c3ccccc3F)CC2)cc1C	8	-9	14[fluorescence artefact?]	108	-13	-11	5	3	1.1
COC(=O)c1ccc(CSc2nc3ccccc3c(=O)n2CC(C)C)o1	5	4	-13	74	6	-6	3	5	1
Cc1cc(NC(=O)CSc2ccc(-c3nc4cc(C)c(C)cc4[nH]3)cn2)no1	77	-2[fluorescence artefact?]	15[fluorescence artefact?]	243*[fluorescence artefact?]	22	-76	-4	27	1.3
CC(c1ccccc1)N1C(=O)c2ccccc2C1O (stereo unspecified)	4	0	8	116	-4	-7	10	1	.
CCOc1cc(C(=O)OCC(=O)c2c[nH]c3ccccc23)ccc1OCC(=O)N1CCOCC1	-2	-6[fluorescence artefact?]	-17	113[fluorescence artefact?]	18	1	6	4	1.1
O=C(Nc1ccccc1)C1C2CCC3C(CCC21)C3(Cl)Cl (stereo unspecified)	59	.	.	.	0	-58	.	0	.
CC(C)c1nnc(NC(=O)CN2C(=O)c3ccccc3C2=O)s1	18	.	.	.	-11	-19	.	-1	1.1
COC(=O)CCN(C1CCCCC1)S(=O)(=O)c1ccc(S(=O)(=O)N2CCCCC2)cc1	11	11	4	107	-8	-13	4	-1	1.4
CC(SC1=NCCS1)C(=O)Nc1nnc(-c2ccc(F)cc2)s1 (stereo unspecified)	9	-8	-1[fluorescence artefact?]	129	-18	-10	10	1	.
N#Cc1c(/N=C/N2CCCC2)oc(-c2ccccc2)c1-c1ccccc1	11	3	-8	86[fluorescence artefact?]	-24	-10	7	-4	1.1
N/C(=N\OS(=O)(=O)c1ccc(Br)cc1)c1ccncc1	-12	1	-5	103[fluorescence artefact?]	-5	12	7	-4	1.2
CCC(c1nnnn1Cc1ccccc1)N(Cc1cc2cc(OC)ccc2[nH]c1=O)CC1CCCO1 (stereo unspecified)	-5	11	1	93[fluorescence artefact?]	.	5	8	.	1.4
Cc1cccnc1NC(=O)c1c(O)c2ccccc2n(C)c1=O	3	5	-3[fluorescence artefact?]	119[fluorescence artefact?]	-2	-3	7	13	1.2
Cc1cccc(Cn2c(CN3CCN(Cc4ccccc4)CC3)nc3c2c(=O)[nH]c(=O)n3C)c1	.	7	-7	121	4	.	5	3	1

Taken from above.
Cn1c(=O)c2c(-c3ccccc3)n(-n3cnnc3)cc2n(C)c1=O @ MT1-MMP txn act: 1.3
COc1cccc(C2C(C(=O)c3sc(C)nc3C)=C(O)C(=O)N2CCN2CCOCC2)c1OC (stereo unspecified) @ ERb SRC1 inh: -2[fluorescence artefact?]
COC(=O)CNC(=O)Cc1c(F)cccc1Cl @ CD11b adhes inh: -15
Cc1onc(-c2c(F)cccc2Cl)c1C(=O)N1CCN(S(C)(=O)=O)CC1 @ ERa coact pot: 119[fluorescence artefact?]

(continued)
SMILES	sEH inh	Smad3 inh	ERb SRC1 inh	ERa coact pot	CD11b adhes inh	sEH act	Candida biofilm	Mac1 fbg enh	MT1-MMP txn act
COc1cc(S(=O)(=O)N2CCCC3(CCCCC3)C2)ccc1-n1cnnn1	-5	.	.	.	10	3	.	-4	1.1
CCP(=O)(c1ccccc1)C(C)(C)O (stereo unspecified)	-5	14	1[fluorescence artefact?]	108	-17	6	7	4	1.1
O=C(Nc1cccc(F)c1)N(Cc1ccc(Cl)cc1)CC(O)C(F)(F)F (stereo unspecified)	2	.	.	.	36	0	.	2	.
CCCn1c(SCC(=O)c2ccc3c(c2)OCCO3)nc2c1c(=O)n(C)c(=O)n2C	.	14	-3	107[fluorescence artefact?]	0	.	-4	1	1.2
Cc1ccc(CCN2C(=O)CCC2(C)C(=O)NCc2cccnc2)cc1 (stereo unspecified)	41	7	-8	96	-6	-42	5	-1	1
Cc1cc(S(=O)(=O)n2cnc3ccccc32)c(C)cc1Cl	-8	-7	-3	97	.	11	5	.	1.2
CCN(CC)S(=O)(=O)c1ccc(S(=O)(=O)N(Cc2ccccn2)Cc2ccco2)cc1	-16	-1	14[fluorescence artefact?]	92	15	15	-3	0	1
CN(Cc1ccccc1)c1nc2c(c(=O)[nH]c(=O)n2C)n1C	16	6	-2	106[fluorescence artefact?]	.	-18	1	.	1
c1ccc(Oc2cccc(OCCCCSc3ncccn3)c2)cc1	4	0[fluorescence artefact?]	7	103	-4	-2	3	1	1.1
COc1ccccc1C(=O)NCCNC(=O)c1ccco1	4	-1	8	87	.	-5	8	.	0.9
C=CCNc1nc(-c2ccccn2)nnc1-c1ccccc1	5	-6	-8	96	-14	-6	4	-1	.
N#Cc1nc(-c2ccccc2Cl)oc1NCC1CCCO1 (stereo unspecified)	1	-5	5[fluorescence artefact?]	75[fluorescence artefact?]	12	1	7	7	1.3
COc1ccc2oc(C(=O)OCC(=O)c3ccc4c(c3)OCCO4)c(C)c2c1	-2	-2	0	229*	39	2	2	0	1.1
CCOCCCNC(=O)c1ccc(CS(=O)(=O)Cc2ccc(C)cc2)o1	1	5[fluorescence artefact?]	-5[fluorescence artefact?]	136	.	-1	9	.	1
Cc1nc(N2CCN(S(=O)(=O)c3cccc4nonc34)CC2)c2c3c(sc2n1)CCCC3	.	-6	19	85	14	.	-4	-2	1.1
O=C(COc1ccc(-n2cnnn2)cc1)N1CCN(c2ccc(F)cc2)CC1	-30	-3	7[fluorescence artefact?]	95	0	30	-1	-4	1
OC(COc1cccc(OCC(O)CN2CCOCC2)c1)CN1CCOCC1 (stereo unspecified)	.	-2	-11	121	14	.	4	-5	1.1&1.1
O=C(COc1ccccc1)Nc1ccc(S(=O)(=O)N2CCOCC2)cc1	11	6	1	112	.	-12	-3	.	1.1
Cc1cc(C)cc(NC2=NCC(=O)N2Cc2ccccc2)c1	4	-7	7	109	2	-5	6	2	1.3
O=C(c1ccc(S(=O)(=O)N2CCOCC2)cc1)N1CCN=C1SCc1cccnc1	-4	-2[fluorescence artefact?]	-13	131	3	7	.	-4	1.1
CC(C)NC(=O)NC(=O)COc1c(F)c(F)cc(F)c1F	-4	.	.	.	11	2	.	-6	.
COc1cc(C2C(C#N)=C(N)Oc3c2oc(CO)cc3=O)cc(OC)c1OC (stereo unspecified)	-5	8	-3	116	33	4	12	-6	1.2
Cc1ccc(C(=O)NC2CC(C)(C)NC(C)(C)C2)c(C)c1	-7	6	-9	113	-5	6	3	-6	1.1
CC(C)(C)n1nnnc1C(c1cccs1)N(Cc1ccccc1)Cc1ccco1 (stereo unspecified)	0	6	1	139	15	0	6	3	1.1
CC(=O)OC1c2c(ccc3ccc(=O)oc23)OC(C)(C)C1OC(=O)CC(C)C (stereo unspecified)	-5	-5	5[fluorescence artefact?]	90[fluorescence artefact?]	-7	4	4	-1	1.2
NNC(=O)c1nnn(-c2nonc2N)c1-c1cccs1	9	-10	0	115	-10	-6	6	-4	1.1
CCCCCOC(=O)Cn1c(N2CCOCC2)nc2c1c(=O)[nH]c(=O)n2C	10	2	1[fluorescence artefact?]	127	-10	-9	7	-2	1.1
Cc1cc(C)c2cc(C(O)c3nnnn3Cc3ccccc3)c(=O)[nH]c2c1 (stereo unspecified)	10	8	1	114	8	-9	4	-1	1
Nc1ccc2c(c1)CCC2=O	9	0	7	120[fluorescence artefact?]	.	-6	3	.	1.8

An excerpt of these results, as comma-separated lines.
SMILES,sEH inh,Smad3 inh,ERb SRC1 inh,ERa coact pot,CD11b adhes inh,sEH act,Candida biofilm,Mac1 fbg enh,MT1-MMP txn act
CCCCCOC(=O)Cn1c(N2CCOCC2)nc2c1c(=O)[nH]c(=O)n2C,10,2,1[fluorescence artefact?],127,-10,-9,7,-2,1.1
Nc1ccc2c(c1)CCC2=O,9,0,7,120[fluorescence artefact?],.,-6,3,.,1.8
CC(C)NC(=O)NC(=O)COc1c(F)c(F)cc(F)c1F,-4,.,.,.,11,2,.,-6,.

Source: PubChem (several laboratories)

These rows are one share of the data; the hit share may differ from the screen's.
